MPTP inh – blocks calcium-induced mitochondrial swelling | isolated mouse mitochondria, Ca2+ swelling absorbance, 30 min | inhibition, % at 10 µM | 1.4% of 360,000 active | AID 602449;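 active = inhibition of 50% or more, scaled per plate between neutral and stimulator controls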;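 note: 0% = DMSO wells given calcium and 100% = 1 mM EGTA wells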
ATG4B inh – blocks human ATG4B protease cleavage of LC3 substrate | Q9Y4P1 | ATG4B cleavage of LC3-PLA2, NBD-HPC fluorescence, 1 h | inhibition, % at 8.33 µM | 0.51% of 340,000 active | AID 504462; in the data active = inhibition above about 40%
SENP6 block – SENP6 protease inhibition; Recombinant SENP6 catalytic domain, aminoluciferin luminescence; inhibition, % at 10 µM; 1.8% of 330,000 active; AID 2599;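 active = inhibition above about 50% at the single tested dose, limit read from the data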;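 note: plate controls were DMSO wells with enzyme for no effect and DMSO wells lacking enzyme for full effect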
Target sequence (Q9GZR1 628-1112 limits assumed): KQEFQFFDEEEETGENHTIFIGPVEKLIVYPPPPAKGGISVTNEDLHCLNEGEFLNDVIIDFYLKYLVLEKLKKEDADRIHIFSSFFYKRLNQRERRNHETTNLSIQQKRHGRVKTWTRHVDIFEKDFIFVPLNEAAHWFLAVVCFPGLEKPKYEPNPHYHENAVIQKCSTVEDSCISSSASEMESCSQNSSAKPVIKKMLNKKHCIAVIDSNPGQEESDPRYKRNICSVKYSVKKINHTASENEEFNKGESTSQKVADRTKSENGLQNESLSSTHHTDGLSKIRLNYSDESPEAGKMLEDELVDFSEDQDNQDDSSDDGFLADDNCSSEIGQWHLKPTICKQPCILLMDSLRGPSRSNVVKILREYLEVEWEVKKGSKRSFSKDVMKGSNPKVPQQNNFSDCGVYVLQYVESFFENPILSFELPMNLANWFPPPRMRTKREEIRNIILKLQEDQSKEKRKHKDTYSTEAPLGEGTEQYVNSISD
NR3A LBD binder – NR3A (human) ligand-binding domain modulation; NR3A LBD differential scanning fluorimetry, Tm shift; 0% = protein alone, 100% = glycine-bound protein; Tm shift relative to glycine control, % at 25 µM; 2.5% of 340,000 active;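 active = melting temperature shift of at least 10% of the positive control shift, at one fixed dose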
hIAP act – human IAP activation; activation factor at 10 µM; 0.16% of 330,000 active; purified human IAP, CDP-Star luminescence, 30 min; active compounds read high; 1 = vehicle-only enzyme, 0 = enzyme-free background; P09923; AID 2524;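 active = activation factor of the enzyme at least 2-fold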; note: the source names both 10 and 20 µM as test concentration; values of inactives mirror those of a sister screen read the other way
SENP1 FRET inh – SENP1 (human) catalytic domain inhibition; recombinant SENP1 catalytic domain, CyPet-SUMO1-YPet FRET cleavage; inhibition, % at 10 µM; Q9P0U3; AID 624204; 0.21% of 360,000 active;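 active = inhibition at least 30% at 10 µM, raw YFP signal under a set limit, fluorescence ratio 0.5 to 1.5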;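 note: 0% = enzyme with DMSO and 100% = no enzyme wells; some results filed as inactive read as strong as hits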
Target sequence (Q9P0U3 419-644 limits assumed): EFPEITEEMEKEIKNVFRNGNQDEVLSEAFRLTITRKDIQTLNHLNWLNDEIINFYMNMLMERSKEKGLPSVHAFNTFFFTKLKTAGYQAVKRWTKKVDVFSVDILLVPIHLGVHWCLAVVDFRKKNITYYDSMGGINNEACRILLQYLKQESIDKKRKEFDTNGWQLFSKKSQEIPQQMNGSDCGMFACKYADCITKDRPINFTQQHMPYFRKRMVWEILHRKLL
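Test system: recombinant human SENP1 catalytic domain, His6-tagged / Medium: pH 8 Tris buffer with EDTA, NaCl, BME, BSA, NP40, catalase / Also added: SUMO1 FRET substrate flanked by Cypet and Ypet, 25 nM / Times: 50 min reaction at room temperature / Signal: FRET, CFP and YFP emission / Control set: no-enzyme low control and enzyme-plus-DMSO high control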
PfGluPho inh – PfG6PD (Plasmodium falciparum) enzyme inhibition | PfGluPho enzyme, NADPH resazurin-diaphorase fluorescence | inhibition, % at 20 µM | 0.78% of 350,000 active;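 active = inhibition reaching at least a set limit at 20 µM in the primary screen, cut at about 59% in these data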;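 note: 0% = DMSO wells with substrate and 100% = DMSO wells lacking glucose-6-phosphate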
SENP8 inh – inhibitors of human SENP8 protease. 0.64% of 360,000 active. inhibition, % at 20 µM. AID 602440. recombinant SENP8, Nedd8 substrate fluorescence; in the data active = inhibition mostly above about 40%, no sharp cut-off; inactive = mostly below about 27%
Target sequence (Q96LD8 whole entry, looked up): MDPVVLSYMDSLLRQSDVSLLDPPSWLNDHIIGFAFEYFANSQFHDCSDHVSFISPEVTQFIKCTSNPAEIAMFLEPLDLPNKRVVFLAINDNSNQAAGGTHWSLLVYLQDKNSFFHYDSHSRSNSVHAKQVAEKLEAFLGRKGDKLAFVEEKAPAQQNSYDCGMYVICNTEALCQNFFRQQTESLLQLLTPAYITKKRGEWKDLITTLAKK
Active calls of the source: *; · = not tested or not shown; & = joins results of further samples.

SMILES	MPTP inh	ATG4B inh	SENP6 block	NR3A LBD binder	hIAP act	SENP1 FRET inh	PfGluPho inh	SENP8 inh
CCCSc1nc(N2CCOCC2)c2c(c1C#N)CCCC2	-3.2	3	-1	19*	1.1	0	6	-61
Cc1c(C)c2cc(Cl)c(OCC(=O)Nc3ccccn3)cc2oc1=O	0.5	·	·	·	·	8	15	-357
O=C(NS(=O)(=O)Nc1ccc(Br)cn1)c1c[nH]c2ccccc12	-0.4	-2	7	-3	1.1	0	5	16
COc1ccc(-n2c(-c3ccccc3)nnc2-c2ccc(Cl)cc2)cc1	-1.8	-3	15	-4	0.93	2	3	20
CCO[C@@H]1OC(C(=O)N2CCN(Cc3ccc4c(c3)OCO4)CC2)=C[C@H](C2CCCCC2)[C@H]1CCCO	-0.4	-22	-10	-2	0.97	1	20	22
Cc1noc(C)c1NC(=O)N(C)C[C@H]1Oc2ccc(NC(=O)NC(C)C)cc2C(=O)N([C@H](C)CO)C[C@H]1C	0.8	-1	-3	2	0.98	-2	-23	-82
Cc1c(Br)c([N+](=O)[O-])nn1C(C)C(=O)NCc1cccnc1 (configuration not stated)	0.4	-5	-6	0	0.83	1	-1	8
Fc1ccccc1/C=N/Nc1ncnc2nc[nH]c12	-0.5	-13	-1	-1	1.7	3	6	-8
CCCCOC(=O)c1[nH]c(C)c(C(=O)OC)c1C	1.6	0	1	-4	0.99	-1	1	10
CCOc1ccc(N2C(=O)c3ccccc3NC2(C)CC)cc1 (configuration not stated)	-1.1	4	30	-3	0.92	1	-1	-378
CCN(CC)S(=O)(=O)c1ccc(NN=C2CCN(C)CC2)c([N+](=O)[O-])c1	-1.8	-3	-5	-2	0.77	2	0	23
CC(C)NC(=O)c1onc(CSc2nc3ccccc3[nH]2)c1C(=O)NC(C)C	-0.5	-12	1	-1	1.1	1	-4	14
O=C(CCN1C(=O)c2ccccc2S1(=O)=O)Nc1ccccc1	0.2	0	3	-1	1	-1	2	16
CCS(=O)(=O)NCCc1cc2ccc(C)cc2[nH]c1=O	2.3	0	2	1	0.73	1	-6	-34
COc1cc([N+](=O)[O-])ccc1NC(=O)Cc1ccccc1	-1.0	-3	4	1	0.91	-2	6	16
CC1(C(=O)Nc2nccs2)Cc2ccccc2C(=O)O1 (configuration not stated)	-1.0	4	1	0	0.91	1	-6	4
CCOC(=O)c1cc(C(=O)Nc2cccc(C)c2)nn1C	-0.5	-1	40	-1	0.91	3	-2	7
COc1cccc(N2CCN(C(=O)CCCCCn3c(=S)[nH]c4cc5c(cc4c3=O)OCO5)CC2)c1	-0.8	10	7	3	1.1	-1	9	-2
CCOC(=O)C1=CN(Cc2ccco2)S(=O)(=O)NC1CC (configuration not stated)	-0.5	·	·	4	·	-5	26	-1
CCC(C)C(=O)Nc1ccc(OC)cc1OC (configuration not stated)	1.0	8	5	-1	0.89	2	-10	9
Cc1ccc(N2CCN(C3=NC(=O)C(Cc4ccccc4)S3)CC2)cc1 (configuration not stated)	-0.3	-1	6	-4	0.92	1	-3	24
Cc1ccc(C)c(NS(=O)(=O)c2c(C)nc3sccn3c2=O)c1	-2.7	-12	-8	0	1.1	0	20	4
C/C(=N\NC(=O)COc1ccccc1)c1cccs1	-0.2	-3	-26	1	1.1	2	-3	7
CCc1ccccc1NC(=O)c1ccccc1N1C(=O)C2C3C=CC(C3)C2C1=O (configuration not stated)	1.7	-6	0	-1	1.2	3	12	3
CCCC(C)NC(=O)CN(Cc1ccco1)S(=O)(=O)c1ccccc1 (configuration not stated)	0.2	1	2	0	1.2	-1	7	11
COc1cccc(NC(=O)C(NCCC(C)C)c2ccccc2)c1 (configuration not stated)	3.4	-4	-8	-4	0.92	0	1	8
Cc1ccc(NC(=O)C2CCCN2S(=O)(=O)c2ccc(-c3ccc(=O)[nH]n3)s2)c(C)c1 (configuration not stated)	-1.4	-4	5	-3	0.97	1	1	-8
CC(/C=C1\SC(=S)N(CC(=O)O)C1=O)=C\c1ccccc1	5.1	19	-27	0	0.9	-2	-36	22
CCCCn1c(N)c(Sc2ccccc2)c(=O)[nH]c1=O	2.0	5	2	-18	0.97	-2	5	8
Cc1ccc(NC(=O)CSc2nnc(CSc3nc(C)cc(C)n3)n2Cc2ccco2)c(C)c1	1.3	-8	-2	-1	0.84	-1	-10	4
CC(C)N(C(=O)CSc1nc2ccccc2c(=O)[nH]1)C(C)C	-3.1	-1	0	0	1	0	11	7
O=C(O)c1cccc(S(=O)(=O)Nc2cc(Cl)ccc2Cl)c1	1.1	8	0	0	1	1	-27	24
O=c1cc(/C=C/c2ccccc2)oc2c1ccc1ccccc12	3.2	-21	-1	-12	1.1	1	28	-330
COc1ccc(S(=O)(=O)Nc2ccccc2C(=O)NN2CCOCC2)cc1OC	-3.0	-3	13	2	1.1	0	-8	6
N#Cc1nc(-c2ccc(OCc3ccccc3)cc2)oc1NCc1ccco1	-11	-1	0	-1	1.1	0	-4	-474
C=CCN(c1ccccc1)S(=O)(=O)c1cccc(C(=O)Nc2nnc(SCC)s2)c1	67*	3	-12	6	1.3	-1	-49	-180
CCN(CC(=O)Nc1ccccc1OC)C(=O)c1ccc(N(C)S(=O)(=O)c2ccc(C)cc2)cc1	-0.4	-2	-11	4	0.96	-1	1	6
COC(=O)C1=C(C(=O)OC)C2(OC1c1cccc(F)c1)C(=O)c1ccccc1C2=O (configuration not stated)	-0.2	5	-20	2	1.1	-38	-11	-26
Nn1c(SCc2cccc3ccccc23)nnc1-c1ccco1	0.2	-5	-13	-1	1.1	0	14	-6
Cn1c(=O)c2c(nc(NCCOc3ccc(F)cc3)n2C)n(C)c1=O	11	10	-12	2	0.97	2	-9	20
O=C(CN1C(=O)C2C3C=CC(C3)C2C1=O)NCCc1ccccc1 (configuration not stated)	2.0	2	-3	-2	1	3	-14	25
O=C(CCN1C(=O)c2ccccc2S1(=O)=O)NCc1ccco1	-0.2	-5	-10	-2	1	0	-5	16
Cc1c(C(=O)N2CCC(C)CC2)cccc1[N+](=O)[O-]	2.4	1	-25	-2	1	2	-7	9
CS(=O)(=O)NN1C(=O)c2ccccc2NC1c1ccccc1F (configuration not stated)	0.7	0	-16	-2	0.99	-4	-13	-319
COC(=O)N(C)C[C@H]1OCc2cnnn2CCCC(=O)N([C@@H](C)CO)C[C@H]1C	-2.4	·	·	·	·	1	4	4
Cc1ccccc1NC(=O)c1sc(NC(=O)COc2ccccc2)c(C#N)c1C	54*	-9	32	2	0.95	0	41	-297
Cc1cc(-c2ccc(C)c(S(=O)(=O)NCCC(C)N3CCCCCC3)c2)on1 (configuration not stated)	-2.8	-5	2	0	1.3	-3	0	13
O=C(c1cc([N+](=O)[O-])cc([N+](=O)[O-])c1)N1CCN(C(=O)c2ccco2)CC1	3.9	1	-5	2	1.5	-3	7	22
O=S1(=O)C[C@H]2NC(=S)N(c3ccccc3)[C@H]2C1	2.4	-5	4	1	0.86	-1	0	18
CCC(c1nnnn1Cc1ccccc1)N1CCN(c2ccccc2)CC1 (configuration not stated)	-3.3	7	-3	1	1.1	1	3	6
Cc1nc2nc(C)c(CCC(=O)NCCCN3CCN(c4cccc(Cl)c4)CC3)c(C)n2n1	-2.4&0.6	-5&-5	-11&-12	-1&2	1&0.99	-1&1	-1&-1	20&8
Cc1ccc(C)c(S(=O)(=O)N2CCN(C(C(=O)Nc3ccc(F)cc3)c3ccccc3)CC2)c1 (configuration not stated)	5.5	-4	5	-25	0.95	4	2	2
COc1ccc(C(CNC(=O)c2cccc(S(=O)(=O)Nc3ccc(F)cc3)c2)N(C)C)cc1 (configuration not stated)	12	2	-6	0	0.91	0	-1	-6
O=C(Nc1cccc(C(=O)N2CCCC2)c1)C1CCCC1	1.0	-3	·	0	·	2	-3	-4
COc1ccc(C(=O)C2CCCN(C/C=C/c3ccccc3OC)C2)c(OC)c1 (configuration not stated)	2.8	-7	5	-22	1.1	-2	32	14
O=C1ON=C(c2ccccc2)/C1=C/c1ccc(O)c(O)c1	5.6	8	-22	16*	0.91	2	-4	15
CC(C)(C)OC(=O)N1CCC(c2c(C(=O)NC3CC3)cnn2-c2ccccc2)CC1	-1.8	-7	-16	-3	1.2	-2	5	10
COc1cccc(/C(O)=C2/C(=O)C(=O)N(Cc3ccco3)C2c2ccncc2)c1 (configuration not stated)	-0.6	-1	-6	0	1.2	0	-1	27
Cc1ccc2c(CC(=O)Nc3c(C)n(C)n(-c4ccccc4)c3=O)coc2c1	0.9	2	-13	0	1.2	-5	-4	12
Cc1ccc(CNC(=O)/C=C/c2ccc(Br)o2)cc1	-1.4	5	-18	1	0.81	-6	23	19
Cc1sc2ncnc(N(C)CCc3ccccn3)c2c1C	-2.1	-5	-11	0	1.1	0	3	7
CCCCN1C(=O)C(=O)NC[C@@H]1C(C)O (some centres not stated)	-0.2	-3	-21	0	0.77	0	-6	7
O=C(NC1(C(F)(F)F)NC(=O)N(Cc2ccco2)C1=O)c1cccs1 (configuration not stated)	4.4	-7	5	2	1	1	-3	0

17 of the compounds above, with two lines to a compound.
Value order: MPTP inh	ATG4B inh	SENP6 block	NR3A LBD binder	hIAP act	SENP1 FRET inh	PfGluPho inh	SENP8 inh
Cc1cc(-c2ccc(C)c(S(=O)(=O)NCCC(C)N3CCCCCC3)c2)on1 (configuration not stated)
→ -2.8	-5	2	0	1.3	-3	0	13
O=C(c1cc([N+](=O)[O-])cc([N+](=O)[O-])c1)N1CCN(C(=O)c2ccco2)CC1
→ 3.9	1	-5	2	1.5	-3	7	22
O=S1(=O)C[C@H]2NC(=S)N(c3ccccc3)[C@H]2C1
→ 2.4	-5	4	1	0.86	-1	0	18
CCC(c1nnnn1Cc1ccccc1)N1CCN(c2ccccc2)CC1 (configuration not stated)
→ -3.3	7	-3	1	1.1	1	3	6
Cc1nc2nc(C)c(CCC(=O)NCCCN3CCN(c4cccc(Cl)c4)CC3)c(C)n2n1
→ -2.4&0.6	-5&-5	-11&-12	-1&2	1&0.99	-1&1	-1&-1	20&8
Cc1ccc(C)c(S(=O)(=O)N2CCN(C(C(=O)Nc3ccc(F)cc3)c3ccccc3)CC2)c1 (configuration not stated)
→ 5.5	-4	5	-25	0.95	4	2	2
COc1ccc(C(CNC(=O)c2cccc(S(=O)(=O)Nc3ccc(F)cc3)c2)N(C)C)cc1 (configuration not stated)
→ 12	2	-6	0	0.91	0	-1	-6
O=C(Nc1cccc(C(=O)N2CCCC2)c1)C1CCCC1
→ 1.0	-3	·	0	·	2	-3	-4
COc1ccc(C(=O)C2CCCN(C/C=C/c3ccccc3OC)C2)c(OC)c1 (configuration not stated)
→ 2.8	-7	5	-22	1.1	-2	32	14
O=C1ON=C(c2ccccc2)/C1=C/c1ccc(O)c(O)c1
→ 5.6	8	-22	16*	0.91	2	-4	15
CC(C)(C)OC(=O)N1CCC(c2c(C(=O)NC3CC3)cnn2-c2ccccc2)CC1
→ -1.8	-7	-16	-3	1.2	-2	5	10
COc1cccc(/C(O)=C2/C(=O)C(=O)N(Cc3ccco3)C2c2ccncc2)c1 (configuration not stated)
→ -0.6	-1	-6	0	1.2	0	-1	27
Cc1ccc2c(CC(=O)Nc3c(C)n(C)n(-c4ccccc4)c3=O)coc2c1
→ 0.9	2	-13	0	1.2	-5	-4	12
Cc1ccc(CNC(=O)/C=C/c2ccc(Br)o2)cc1
→ -1.4	5	-18	1	0.81	-6	23	19
Cc1sc2ncnc(N(C)CCc3ccccn3)c2c1C
→ -2.1	-5	-11	0	1.1	0	3	7
CCCCN1C(=O)C(=O)NC[C@@H]1C(C)O (some centres not stated)
→ -0.2	-3	-21	0	0.77	0	-6	7
O=C(NC1(C(F)(F)F)NC(=O)N(Cc2ccco2)C1=O)c1cccs1 (configuration not stated)
→ 4.4	-7	5	2	1	1	-3	0
